Assay outcomes from PubChem BioAssay.
POLK inh = inhibitors of human DNA polymerase kappa | Q9UBT6 | purified Pol kappa, fluorescent DNA synthesis assay, 10 min | Potency, µM (highest dose often 107 µM), without a hit: at the highest dose activity, negative = inhibition, usual class: inhibitors | actives 0.53% (n = 400,000) | AID 588579; also: % is scaled to controls: 0 for no effect and ±100 for the full control effect
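10 nM Pol kappa preincubated 15 min at room temperature with compounds, then reaction started with substrate at 50 nM final. Fluorescence read kinetically at 0 and 10 min; buffer-only wells served as negative control.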
Apoferritin bind = binds horse apoferritin like a general anesthetic. P02791. apoferritin/1-aminoanthracene competitive binding, fluorescence. Potency, µM (top dose mostly 77.5 µM), inactives show at the highest dose activity change, negative = displacement, most hits filed as inhibitors. actives 0.074% (n = 350,000). AID 485281; also: % is scaled to controls: 0 for no effect and ±100 for the full control effect; nearly all actives have a fitted effect of over 20% in size
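In PBS, apoferritin at 10 uM is loaded with 1-AMA from a 50% saturated solution. After 10 min of compound exposure at ambient temperature, reduced 535 nm fluorescence indicates probe displacement.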
POLB inh = inhibitors of human DNA polymerase beta | P06746 | Pol beta primer extension/strand displacement, fluorescence kinetic | Potency, µM (titrated, usually from 114 µM), for the others: at the top dose activity change, negative = inhibition, hits mostly inhibitors | actives 1.3% (n = 340,000) | AID 485314; also: % is scaled to controls: 0 for no effect and ±100 for the full control effect
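Human Pol beta at 10 nM; strand-displacement substrate 50 nM final. Compound exposure 15 min at room temperature before start, reaction 10 min at room temperature.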
Pol iota inh = inhibitors of human DNA polymerase iota | Q9UNA4 | Pol iota fluorescent replication assay, 10 min | Potency, µM (doses to about 115 µM), for inactives: at the highest dose activity, negative = inhibition, actives largely listed as inhibitors | actives 1% (n = 390,000) | AID 588590
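Fluorescent replication assay read twice, at 0 min and 10 min after adding 50 nM (final) substrate. Enzyme (10 nM) and compounds were first incubated 15 min at room temperature; enzyme-free buffer wells were negative controls.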
APEX1 inh = blocks human APE1 abasic DNA cleavage. P27695. Potency, µM (series often up to 65.8 µM), for the others: top-dose activity change, negative = inhibition, hits mostly inhibitors. actives 0.35% (n = 350,000). recombinant APE1, TAMRA/BHQ-2 abasic DNA cleavage fluorescence;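 also: plate controls were vehicle for no effect and reference inhibitor for full effect; nearly all actives have a fitted effect of over 55% in size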
Target sequence (P27695 whole entry, looked up): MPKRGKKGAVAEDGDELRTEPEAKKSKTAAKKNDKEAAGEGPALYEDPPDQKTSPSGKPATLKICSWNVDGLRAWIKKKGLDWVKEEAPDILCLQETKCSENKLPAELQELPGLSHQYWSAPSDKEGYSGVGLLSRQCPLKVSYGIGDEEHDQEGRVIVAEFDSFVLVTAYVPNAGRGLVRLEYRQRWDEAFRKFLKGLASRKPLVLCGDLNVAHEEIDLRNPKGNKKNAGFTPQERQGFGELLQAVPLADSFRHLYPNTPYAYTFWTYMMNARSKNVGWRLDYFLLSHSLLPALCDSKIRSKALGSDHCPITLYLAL
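Substrate: short duplex with […] THF abasic site, 5'-TAMRA and 3'-BHQ-2, 50 nM final. APE1 at 0.75 nM, preincubated 15 min RT with compound. Fluorescence increase from first to third read measured activity.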
POLH inh = inhibitors of human DNA polymerase eta. Q9Y253. recombinant Pol eta, fluorescent DNA replication assay. actives 1.2% (n = 390,000). Potency, µM (series often up to 114 µM), inactives show top-dose activity change, negative = inhibition, actives largely listed as inhibitors; also: % is scaled to controls: 0 for no effect and ±100 for the full control effect
Target sequence (Q9Y253 whole entry, looked up): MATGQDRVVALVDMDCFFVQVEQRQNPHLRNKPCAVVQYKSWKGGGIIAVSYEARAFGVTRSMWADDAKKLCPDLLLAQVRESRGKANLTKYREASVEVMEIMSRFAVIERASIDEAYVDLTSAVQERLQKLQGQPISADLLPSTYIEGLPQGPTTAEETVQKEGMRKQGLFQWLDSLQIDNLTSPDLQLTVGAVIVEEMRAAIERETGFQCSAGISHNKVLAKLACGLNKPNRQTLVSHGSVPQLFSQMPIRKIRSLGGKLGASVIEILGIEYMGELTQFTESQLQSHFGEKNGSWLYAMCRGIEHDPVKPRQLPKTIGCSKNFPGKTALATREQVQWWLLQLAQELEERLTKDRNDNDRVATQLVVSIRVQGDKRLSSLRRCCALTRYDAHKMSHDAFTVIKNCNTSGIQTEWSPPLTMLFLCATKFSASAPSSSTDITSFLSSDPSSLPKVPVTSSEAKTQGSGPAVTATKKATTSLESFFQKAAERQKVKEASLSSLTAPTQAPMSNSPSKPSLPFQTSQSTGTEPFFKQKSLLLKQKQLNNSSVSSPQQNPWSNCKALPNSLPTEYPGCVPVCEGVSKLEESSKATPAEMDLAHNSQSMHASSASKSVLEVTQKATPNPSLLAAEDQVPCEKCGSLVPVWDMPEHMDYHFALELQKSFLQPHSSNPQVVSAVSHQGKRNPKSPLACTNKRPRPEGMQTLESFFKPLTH
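Fluorescent replication assay: 50 nM final substrate added after a 15 min room-temperature compound preincubation with 10 nM enzyme. Signal taken at 0 min and again at 10 min.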
BLM inh = inhibitors of human Bloom syndrome helicase BLM | recombinant BLM DNA unwinding, fluorescence dequenching | Potency, µM (titrated, usually from 56.1 µM), for inactives: top-dose activity change, negative = inhibition, most hits filed as inhibitors | AID 2528 | P54132 | actives 0.2% (n = 350,000);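 also: plate controls were vehicle for no effect and no enzyme for full effect; nearly all actives have a fitted effect of over 35% in size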
BAZ2B block = inhibitors of human BAZ2B bromodomain | Q9UIF8 | AlphaScreen BAZ2B-H3K14Ac peptide displacement | Potency, µM (top dose mostly 114 µM), inactives show at the top dose activity change, negative = inhibition, hits mostly inhibitors | actives 4.4% (n = 360,000) | AID 504333; also: % is scaled to controls: 0 for no effect and ±100 for the full control effect; nearly all actives have a fitted effect of over 60% in size
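In this displacement format the biotinylated H3(5-23) peptide acetylated at Lys14 serves as ligand at 50 nM, with BAZ2B at 50 nM in PBS pH 7.4 containing 0.01% Tween-20. Donor and acceptor beads are 10 ug/mL final.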
G9a block = inhibitors of human histone lysine methyltransferase G9a; Q96KQ7; G9a H3K9 monomethylation, AlphaScreen, 2 h; Potency, µM (top dose mostly 102 µM), for the others: top-dose activity, negative = inhibition, hits mostly inhibitors; actives 8.8% (n = 350,000); also: % is scaled to controls: 0 for no effect and ±100 for the full control effect; nearly all actives have a fitted effect of over 75% in size
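AlphaScreen read-out: biotin-H3K9 peptide (500 nM) methylation by 20 nM enzyme with 20 uM SAM, 2 h at room temperature after 15 min compound preincubation; anti-monomethyl H3K9 antibody plus donor/acceptor beads, 10 min dark.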
An asterisk follows results filed as active; ? = inconclusive; nt = not tested or not shown; & = joins results of further samples; [ ] = remark or other dose. Calls follow the shape of the dose curve; as a rule, active = well fitted curve in the direction sought with a large enough effect; inconclusive = small, poorly fitted or top-dose-only effect, or another doubt; inactive = no such curve, though single readings can be large; an effect the other way counts as inactive or inconclusive. Potency is read from the fitted curve at half-maximal effect. Some of the compounds tested. The share of hits here may be higher or lower than overall.

[1] O=C(COC(=O)c1cc(Br)ccc1O)Nc1cc(S(=O)(=O)N2CCCC2)ccc1Cl
[2] Cc1c(C(=O)Nc2ccc(-c3nnc4n3CCCCC4)cc2)oc2ccc(Br)cc12
[3] CCN1CCOC(=O)C1CC(=O)Nc1ccccc1C(F)(F)F (stereo unspecified)
[4] CN(C)S(=O)(=O)c1ccc(C(=O)Nc2cccc(S(=O)(=O)NC3=NCCC3)c2)cc1
[5] COc1ccc(/C=N/N=C2/NC(=O)C(CC(=O)O)S2)cc1OS(=O)(=O)c1ccccc1 (stereo unspecified)
[6] CCOC(=O)N1CCN(C(=O)CCS(=O)(=O)c2ccc(Br)s2)CC1
[7] Cc1ccc(C(=O)NCCCNc2ccc(C(F)(F)F)cc2[N+](=O)[O-])cc1
[8] CCN(CC)S(=O)(=O)c1ccc2oc(Nc3ccccc3)nc2c1

assay / compound | 1 | 2 | 3 | 4 | 5 | 6 | 7 | 8
POLK inh | -5% | 4% | 8% | 0% | -4% | -18% | -7% | -12%
Apoferritin bind | -21% | -15% | 42%[activator] | 4% | -4% | -6% | -3% | -14%
POLB inh | -9% | -2% | 2% | 16% | -8% | -12% | 2% | 26%
Pol iota inh | -20% | 26% | -4% | 3% | ? | 1% | 29% | 50%[activator]
APEX1 inh | -4% | 3% | nt | -6% | -6% | 0% | 12% | -7%
POLH inh | -16% | -6% | -3% | 5% | -2% | -2% | -22% | ?
BLM inh | 0% | -3% | 1% | -1% | 1% | -3% | 0% | -7%
BAZ2B block | nt | 37% | -39% | -1% | -29% | 3% | -5% | -24%
G9a block | 14% | -7%[59 µM] | 2.2µM* | 2% | ? | -35% | -12% | 32µM*

[9] O=C(N/N=C/c1cccs1)c1cccc(NC(=O)c2ccc(Cl)cc2)c1
[10] CC1Cc2ccccc2N1S(=O)(=O)c1c(N)n(C)c(=O)n(C)c1=O (stereo unspecified)
[11] CC1=C(C(=O)Nc2cc(C)cc(C)c2)C2(CCCCC2)OC1=O
[12] CCN(C(=O)COC(=O)c1cccc(C)c1[N+](=O)[O-])c1c(N)n(Cc2ccccc2)c(=O)[nH]c1=O
[13] Cc1ccc2c(=O)cc(C(=O)NCCc3ccc(S(N)(=O)=O)cc3)oc2c1C
[14] CCCc1nc(SCC(=O)O)c2sc(=S)n(-c3ccccc3)c2n1
[15] CCc1nonc1NC(=O)c1oc2cc(C)c(C)cc2c1C
[16] CN(C)CCCNC(=O)C(=O)NCC1CCCO1 (stereo unspecified)

assay / compound | 9 | 10 | 11 | 12 | 13 | 14 | 15 | 16
POLK inh | nt | 5% | -4% | -4% | -5% | -7% | -7%&1% | -2%
Apoferritin bind | -2% | 1% | 1% | nt | -6% | -8% | -2%&-11% | -1%
POLB inh | 5% | -25% | 18% | nt | -10% | 1% | -29%&2% | 5%
Pol iota inh | nt | 16% | 4% | 27% | 1% | -9% | -8%&0% | 170%[activator]
APEX1 inh | 20% | ? | nt | 12% | 0% | -4% | 4% | 1%
POLH inh | nt | -10% | nt | -24% | 0% | -13% | -5%&-5% | -15%
BLM inh | -13% | -12% | -7% | nt | -2% | -4% | -1%&-4% | -1%
BAZ2B block | 6% | 7% | -5% | 0% | -3% | -3% | 2%&0% | -14%
G9a block | -9% | 0% | -20%[59 µM] | -25% | -4% | 19% | 7%[59 µM] | -3%[59 µM]

[17] O=S(=O)(N1CCOCC1)N1CCOCC1
[18] CCCCCCCCCCCCCCCCCCOCC(O)CO (stereo unspecified)
[19] Cc1cc(NC(=O)c2ccc(Cn3cc([N+](=O)[O-])cn3)o2)no1
[20] COc1ccc(N2C(=O)C(F)(F)C2c2ccccc2F)cc1 (stereo unspecified)
[21] COc1ccc(S(=O)(=O)NCc2cccn2Cc2cccc(C)c2)cc1Cl
[22] O=C(O)/C=C/c1ccc(S(=O)(=O)Nc2ccccc2C(=O)Nc2ccc(F)cc2)cc1
[23] C#CCN1C(=O)C(O)(CC(=O)c2ccc(OC)c(OC)c2)c2cc(Br)ccc21 (stereo unspecified)
[24] COc1ccc2[nH]c3c(c2c1)CCN1C(=O)C(CC(=O)NCC24CC5CC(CC(C5)C2)C4)C[C@H](C(=O)N(C(C)C)C(C)C)[C@@]31C (stereo partly specified)

assay / compound | 17 | 18 | 19 | 20 | 21 | 22 | 23 | 24
POLK inh | -6% | -7%[60.1 µM] | 6% | -9% | -15%[60.1 µM] | -5% | 0% | 8%
Apoferritin bind | 3% | -2% | -1% | -6% | 204%[activator] | 0% | -5% | nt
POLB inh | 27% | nt | -2% | 11% | -1% | 40% | 2% | nt
Pol iota inh | 9% | nt | 29% | 14% | ? | 4% | 4% | -2%
APEX1 inh | -3% | 1% | 18% | -5% | nt | -20% | nt | -27%
POLH inh | -16% | nt | 9% | -19% | -14% | ? | -10% | -18%
BLM inh | 1% | 1% | 1% | -13% | -12% | 1% | -6% | nt
BAZ2B block | 11% | nt | -11% | 70%[activator] | ? | -8% | -8% | nt
G9a block | nt | 24%[59 µM] | -13% | 95%[activator] | -4%[59 µM] | ? | -37%[59 µM] | nt

[25] CCCCOc1cc(=O)[nH]c(=O)[nH]1
[26] CC(C)(C)NC(=O)C(c1ccc(O)cc1)N(C(=O)CCC(=O)Nc1ccccn1)c1ccc(F)cc1 (stereo unspecified)
[27] COc1ccc(C(c2c(NC(=O)c3ccco3)sc(C)c2C)N2CCOCC2)cc1 (stereo unspecified)
[28] Cc1ccc2nc(/C(C#N)=C\c3ccc(N4CCOCC4)o3)[nH]c2c1
[29] O=C(NCc1ccco1)c1ccc(Cl)c(S(=O)(=O)N2CCOCC2)c1
[30] CCN(CC)C(=O)Cn1c(=O)n(Cc2ccc(C(=O)NCCCOC)cc2)c(=O)c2ccccc21
[31] CC1CCN(C(=O)CSc2nc3c(c(=O)n2C)SC(C)C3)CC1 (stereo unspecified)
[32] CC(C)(C)n1ncc2c(=O)n(CC(=O)NCc3ccccc3Cl)cnc21

assay / compound | 25 | 26 | 27 | 28 | 29 | 30 | 31 | 32
POLK inh | -2% | -7% | -7% | -20% | -1% | -8% | -14% | -1%
Apoferritin bind | 2% | -2% | nt | -15% | 0% | -6% | -8% | -13%
POLB inh | -16% | 14% | nt | 35µM* | 2% | 44%[activator] | -2% | 3%
Pol iota inh | 6% | 104%[activator] | 30% | ? | 1% | 19% | 13% | -3%
APEX1 inh | 1% | 9%[12.4 µM] | 12% | -1% | 5% | nt | 19% | -3%
POLH inh | -13% | 5% | -3% | ? | 7% | -1% | -9% | -18%
BLM inh | 3% | 0% | nt | -12% | 4% | 0% | -4% | -2%
BAZ2B block | -6% | 5% | -8% | ? | 20% | ? | -17% | 7%
G9a block | 12%[59 µM] | -4%[59 µM] | ? | 10µM* | 23%[59 µM] | 2%[59 µM] | 13% | 44%[12.7 µM]

[33] CC1CCN(c2ncnc3c2nnn3C)CC1
[34] COc1cc(/C=N/NC(=O)c2ccncc2)ccc1OC(=O)c1cccc(F)c1
[35] Cc1cc(=O)oc2cc(OCC(=O)NC3CCCCC3)c(Cl)cc12
[36] O=C(COc1ccccc1Cl)Nc1cc(-c2ccccc2F)nn1-c1ccccc1
[37] Nc1nc(CN2CCN(Cc3ccccc3)CC2)nc(N2CCCc3ccccc32)n1
[38] CCOc1ccc(CCNC(=O)Cn2ncn3c(cc4ccccc43)c2=O)cc1OCC
[39] COc1ccccc1CN1C(=O)C(=O)N(Cc2cccc(C)c2)C1=O
[40] Clc1ccccc1CSc1nnc(Cn2cnc3ccccc32)n1-c1ccccc1

assay / compound | 33 | 34 | 35 | 36 | 37 | 38 | 39 | 40
POLK inh | -1%[60.1 µM] | -3% | -6% | 4%[60.1 µM] | 6%[60.1 µM] | 10% | -2% | 4%
Apoferritin bind | -5% | -3% | nt | 12% | -6% | -5% | -10% | -13%
POLB inh | -28% | 19% | nt | 7% | 18% | 34%[activator] | 13% | -9%
Pol iota inh | -3% | -4% | 5% | 9% | 20% | 20% | 12% | ?
APEX1 inh | nt | 44% | 9% | nt | 16% | nt | 20% | -2%
POLH inh | -12% | -21% | -7% | -10% | -7% | -6% | -23% | -10%
BLM inh | 0% | -6% | nt | -4% | 1% | -4% | 4% | 5%
BAZ2B block | -16% | -24% | nt | 1% | ? | 3% | -32% | 1%
G9a block | -7%[59 µM] | 58% | nt | -3%[59 µM] | nt | 0%[59 µM] | nt | ?

[41] CCOC(=O)C1(O)CC(C)=NN1C(=O)c1cccc(Br)c1 (stereo unspecified)
[42] CC(C)c1ccc2[nH]c(O)c(N=NC(=O)c3cccc(S(=O)(=O)Nc4cccc(Cl)c4)c3)c2c1
[43] CCOC(=O)c1ccc(NC(=O)CSc2nnc(NC(=O)c3ccc(S(=O)(=O)N4CCOCC4)cc3)s2)cc1
[44] COc1ccc(CNC(=O)C2CCN(C(=O)N3CC(C)Oc4ccc(C)cc43)CC2)cc1 (stereo unspecified)
[45] COc1ccc(N(CC(=O)Nc2cc(C)on2)S(=O)(=O)c2ccc(Cl)cc2)cc1

assay / compound | 41 | 42 | 43 | 44 | 45
POLK inh | -13% | 6% | -5% | -14% | -9%
Apoferritin bind | -6% | 1% | -4% | -11% | -1%
POLB inh | 12% | 6% | 42% | 2% | -13%
Pol iota inh | 54%[activator] | 13% | 3% | 13% | 6%
APEX1 inh | -6% | -6% | 24% | nt | 1%
POLH inh | 4% | -13% | -7% | -7% | -17%
BLM inh | -1% | -5% | -8% | -6% | -5%
BAZ2B block | -4% | -1% | 12% | -8% | 11%
G9a block | 9% | 8%[59 µM] | 3%[59 µM] | ? | -13%
